Apaf1 inhib = inhibitors of human Apaf-1 apoptosome | AID 489030 | inhibition, % at 20 µM | hit rate 0.71% among 330,000 | reconstituted apoptosome caspase-3 activity, DEVD-Rh110 fluorescence; active = inhibition of at least 40% at 20 µM;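 note: plate controls were DMSO wells for no effect and DEVD-CHO caspase inhibitor wells for full effect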
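Assay system: Apoptosome proteins | Medium: pH 7.5 Hepes buffer with CHAPS, BSA, DTT | Also added: Cytochrome c and DEVD-Rh110 substrate | Times: 30 min plus 50 min, RT | Detection: Rhodamine 110 fluorescence at Ex 480/Em 540 nm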
Jurkat NFkB inh = inhibitors of the PMA/ionomycin-induced NF-kB reporter in Jurkat cells; AID 435003; inhibition, % at 4 µM; hit rate 0.53% among 330,000; PMA/ionomycin-induced NF-kB luciferase reporter, luminescence
Gli-Sufu antag = blocks Gli-Sufu signaling in a luciferase reporter | Sufu-KO-LIGHT fibroblasts, Gli luciferase reporter luminescence | inhibition, % at 5 µM | hit rate 0.74% among 340,000;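 active = inhibition above about 55%, limit read from the data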;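 note: 0% = DMSO-treated cells and 100% = wells with medium but no cells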
697 NFkB inh = inhibitors of the PMA/ionomycin-induced NF-kB reporter in 697 B cells; 697 B-cell NF-kB luciferase reporter, 16 h; inhibition, % at 4 µM; AID 435022; hit rate 0.33% among 330,000; in the data active = inhibition above about 35%
CCR6 antagonist = blocks CCL20-driven beta-arrestin recruitment at human CCR6 | P51684 | inhibition, % at 20 µM | hit rate 0.49% among 340,000 | CHO-K1 CCR6 PathHunter beta-arrestin, luminescence, CCL20-stimulated;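 active = compounds whose inhibition of the agonist-driven luminescence signal at 20 µM reaches about 50%, limit read from the data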;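 note: cells stimulated with CCL20 at 14 nM final; plate controls were DMSO with CCL20 for no effect and DMSO without agonist for full effect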
Target sequence (P51684 whole entry, looked up): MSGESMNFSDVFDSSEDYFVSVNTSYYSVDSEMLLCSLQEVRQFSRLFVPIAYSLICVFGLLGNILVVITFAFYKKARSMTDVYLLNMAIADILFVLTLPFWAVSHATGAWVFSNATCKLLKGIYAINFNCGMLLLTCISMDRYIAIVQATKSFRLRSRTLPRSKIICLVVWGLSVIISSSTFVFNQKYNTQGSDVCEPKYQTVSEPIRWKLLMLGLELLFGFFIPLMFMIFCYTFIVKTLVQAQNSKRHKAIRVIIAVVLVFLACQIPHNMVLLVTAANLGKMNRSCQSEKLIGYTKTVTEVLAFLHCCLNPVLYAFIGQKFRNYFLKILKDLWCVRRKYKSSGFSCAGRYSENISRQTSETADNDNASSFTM
UBC13 inh = human UBC13 polyubiquitination inhibition; P61088; inhibition, % at 20 µM; hit rate 0.47% among 330,000; UBC13 polyubiquitin chain formation, TR-FRET; in the data active = inhibition above about 45%, passing the limit was not always enough; inconclusive = no clear call, values can overlap the other calls
Target sequence (P61088 whole entry, looked up): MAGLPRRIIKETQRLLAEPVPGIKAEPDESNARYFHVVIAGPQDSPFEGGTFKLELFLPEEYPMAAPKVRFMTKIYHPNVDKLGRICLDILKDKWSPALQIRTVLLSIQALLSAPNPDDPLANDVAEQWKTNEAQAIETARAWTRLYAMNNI
SENP8 block = blocks the human protease SENP8 | Q96LD8 | purified SENP8, Z-RLRGG-aminoluciferin cleavage, luminescence | inhibition, % at 10 µM | hit rate 1.2% among 330,000 | AID 2540
EBI2 block = EBI2 (human) antagonism. P32249. EBI2 beta-arrestin recruitment, luminescence, 7a,25-OHC stimulated. inhibition, % at 5 µM. hit rate 0.81% among 360,000. AID 651636; in the data active = inhibition above about 38%;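 note: enzyme fragment complementation signal reports receptor beta-arrestin coupling in cells; 0% = agonist plus DMSO wells and 100% = wells without agonist; some results beyond the cut were filed as inactive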
Target sequence (P32249 whole entry, looked up, the tested form may be a part): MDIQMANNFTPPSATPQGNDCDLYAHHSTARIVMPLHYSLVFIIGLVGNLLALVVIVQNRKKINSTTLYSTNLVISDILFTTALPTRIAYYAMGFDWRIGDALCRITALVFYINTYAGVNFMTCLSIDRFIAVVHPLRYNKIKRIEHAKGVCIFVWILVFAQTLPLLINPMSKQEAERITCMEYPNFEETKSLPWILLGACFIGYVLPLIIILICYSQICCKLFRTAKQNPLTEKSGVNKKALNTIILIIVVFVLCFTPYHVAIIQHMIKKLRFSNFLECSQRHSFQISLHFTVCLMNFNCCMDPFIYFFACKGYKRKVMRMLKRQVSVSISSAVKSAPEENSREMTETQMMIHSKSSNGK
* marks the source's active call; other numbers are inactive results; ? = inconclusive; / = not tested or not shown. Cut-off read from the data, not from the text of the source, unless noted: active = inhibition above about 50%; inactive = the rest. Only part of the results is shown; the hit share may differ from the screen's.

SMILES	Apaf1 inhib	Jurkat NFkB inh	Gli-Sufu antag	697 NFkB inh	CCR6 antagonist	UBC13 inh	SENP8 block	EBI2 block
COC(=O)c1c(NC(=O)c2ccc(C)c(S(=O)(=O)Nc3ccccc3C)c2)sc2c1CCCC2	0	8	14	-18	3	28	-5	25
COc1ccc(/C=C/C(=O)O/N=C(\N)c2ccccc2)cc1OC	7	-47	-43	-50	6	-8	0	8
CCOC(=O)C1(CCOC)CCN(C(=O)Cc2ccc3ccccc3c2)CC1	8	-6	7	-11	8	-5	4	7
CC(C)Cc1cc(C(=O)NCCc2ccccc2)no1	15	-62	-99	-82	12	1	5	14
Cc1[nH]c2ccccc2c1SCC(=O)NC1CCCCC1	-1	-3	4	3	-18	11	-7	11
COCC(C)NC(=O)NC(=O)c1ccc(Cl)cc1 (centres undefined)	-3	-15	-14	-5	-2	-7	-12	-2
CC(C)CCNC(=O)c1sc2ccc(S(=O)(=O)N3CCCCC3)cc2c1N	30	-1	17	8	12	-2	-6	14
COc1cc(/C=C/C(=O)OCC(=O)Nc2nnc(-c3ccccc3)o2)cc(OC)c1OC	-5	14	-4	14	8	-6	-7	0
COc1ccc2oc(C(F)(F)C(F)(F)F)cc(=O)c2c1	-11	-2	15	24	20	8	-2	-4
CCOC(=O)c1c[nH]c2nc(C)ccc2c1=O	0	-11	-3	-8	1	7	-2	4
Cc1cccc(NC(=S)NC2CC3CCC(C2)N3Cc2ccco2)c1C (centres undefined)	-8	8	-2	6	-7	0	3	5
COCC1CCCCN1Cc1cn[nH]c1-c1ccc2cc(OC)ccc2c1 (centres undefined)	-10	-16	21	12	-8	11	-2	21
Cc1ccc(NC(=O)Cn2c(=S)[nH]c3ccccc32)cc1	16	-7	-7	-13	3	-4	-8	-19
Cc1ccc(-n2c(SCC(=O)c3c(N)n(C4CC4)c(=O)[nH]c3=O)nnc2N2CCOCC2)cc1	3	1	3	7	3	-3	0	5
Cc1cccn2c(=O)c3cc(C(=O)NCCc4ccccc4)c(=N)n(CC4CCCO4)c3nc12 (centres undefined)	27	37	25	-26	27	25	-5	1
CN(c1ccc(C(=O)N2CCN(c3ccccc3F)CC2)cc1)S(=O)(=O)c1ccccc1	24	11	7	5	9	-5	6	7
CCNC(=S)N1CCN(S(=O)(=O)c2ccc(C)c(C)c2)CC1	-6	16	-5	8	-12	1	-5	4
CC1CCN(CCc2nc3cc(NC(=O)Nc4ccccc4)ccc3n2C)CC1	1	-26	-18	-15	-22	5	-6	4
Cc1nc(C(=O)N(C)C)nn1-c1cc(Cl)cc(Cl)c1	-5	-4	1	5	-2	3	-11	1
COc1ccc(N2CCN(C(CNC(=O)c3cccc(Cl)c3)c3cccnc3)CC2)cc1 (centres undefined)	7	22	6	8	-1	2	-2	-1
Cc1cccc(NC(=O)COC(=O)c2ccccc2-c2nc3ccccc3s2)c1C	-1	-9	-1	-15	4	1	0	16
O=c1c2cccnc2n(-c2ccccc2)n1Cc1ccc(Cl)cc1	6	-14	-2	11	6	13	-4	-15
CCSc1nc(O)c(Cc2ccccc2)c(=O)[nH]1	1	1	3	-10	-9	4	-1	-12
O=C(CN1CCN(CC(=O)Nc2ccccc2Cc2ccccc2)CC1)Nc1ccccc1Cl	23	13	9	-19	-2	-4	-5	17
CCCNC(=O)N1CCC(C(=O)c2ccc(F)cc2)CC1	2	11	1	2	-12	1	9	-5
Cn1ccnc1SCC(=O)Nc1cccc(S(=O)(=O)N2CCCCCC2)c1	0	4	29	2	11	1	2	-11
O=S(=O)(c1cccc(NC(=S)N2CCN(c3ccccc3F)CC2)c1)C(F)F	13	-27	4	-32	14	-19	2	-4
Cc1ccc(-c2csc(NC(=O)c3ccccc3F)c2C(=O)O)cc1	9	1	-24	-50	-4	7	80*	-4
Cc1ccc(C(=O)Nn2cnnc2)cc1[N+](=O)[O-]	-2	11	6	10	13	3	2	-4
COc1cccc(-c2noc(CCC(=O)NCC3CCCO3)n2)c1 (centres undefined)	-11	10	14	12	3	11	-7	1
COc1ccc(C(O)(CC(C)C)C(CN2CCOCC2)c2ccccc2)cc1 (centres undefined)	14	2	12	20	20	5	3	1
Cc1oc2cc(O)ccc2c(=O)c1Oc1ccccc1	-4	3	-4	9	-19	14	6	-4
CCOC(=O)N1CCN(C(=O)/C=C/c2ccc(OC)cc2)CC1	-2	-15	-18	16	-5	-3	-15	90*
CCc1cc(C(=O)OC)c(NC(=O)CCC(=O)O)s1	11	-3	4	2	-16	-4	2	3
O=c1[nH]cnc2c1N1CCC2CC1	2	-4	-1	5	11	-3	-5	-3
CC1(C)Cc2c(C#N)c(NCCO)nc(-c3ccco3)c2CO1	-7	13	-8	9	10	7	-4	-3
CCN(C(=O)COc1ccc(C(=O)c2ccccc2)cc1)c1ccccc1	25	7	50	-10	18	1	19	-14
CCC(C)Sc1ccc([C@@H]2[C@H]3C(=O)N(C)C(=O)[C@H]3[C@]3(C(=O)OC)CCCN23)cc1 (some centres undefined)	16	-2	1	2	9	3	-15	-7
Cc1cccc(C)c1NC(=S)N(c1ccccc1)C(C)C	-1	5	-5	-4	18	0	-9	0
O=C(O)C(c1ccccc1)N1CCCCC1 (centres undefined)	-3	21	-1	12	-1	0	1	-8
N#C[C@H]1C2OC2c2ccccc2N1C(=O)c1ccccc1 (some centres undefined)	1	-7	2	-7	10	-12	-10	-10
O=C(NCCNc1ccc([N+](=O)[O-])cc1)c1cccc2c(Br)cccc12	3	7	6	-15	34	-28	-6	44*
O=C(c1ccc(S(=O)(=O)N2CCCC2)cc1)N(c1ccccc1)C1C=CS(=O)(=O)C1 (centres undefined)	-56	6	-4	-4	16	-15	0	-2
CCN1CCN(c2ccc(NC(=O)Cc3ccccc3)cc2)CC1	-9	-27	-4	-19	-4	8	2	1
CCc1c(C(=O)NCCc2ccc(OC)c(OC)c2)[nH]c(C)c1C(C)=O	-2	11	2	4	8	-3	0	0
CCOc1ccc(NC(=O)CN(C)C(=O)c2ccc(OCC3CCCO3)cc2)cc1OCC (centres undefined)	3	5	1	5	-11	0	5	-1
Cn1nnc(NC(=S)NC(=O)c2cccc3ccccc23)n1	-12	15	12	-11	35	3	0	-1
O=c1cc(-c2ccc(Cl)cc2)[nH]c2ccccc12	-14	11	15	0	4	-3	-5	/

6 records picked at random from those above:
SMILES	Apaf1 inhib	Jurkat NFkB inh	Gli-Sufu antag	697 NFkB inh	CCR6 antagonist	UBC13 inh	SENP8 block	EBI2 block
O=C(c1ccc(S(=O)(=O)N2CCCC2)cc1)N(c1ccccc1)C1C=CS(=O)(=O)C1 (centres undefined)	-56	6	-4	-4	16	-15	0	-2
Cc1cccc(C)c1NC(=S)N(c1ccccc1)C(C)C	-1	5	-5	-4	18	0	-9	0
CCN(C(=O)COc1ccc(C(=O)c2ccccc2)cc1)c1ccccc1	25	7	50	-10	18	1	19	-14
O=C(O)C(c1ccccc1)N1CCCCC1 (centres undefined)	-3	21	-1	12	-1	0	1	-8
O=c1cc(-c2ccc(Cl)cc2)[nH]c2ccccc12	-14	11	15	0	4	-3	-5	/
O=C(NCCNc1ccc([N+](=O)[O-])cc1)c1cccc2c(Br)cccc12	3	7	6	-15	34	-28	-6	44*

Carrying on:
SMILES	Apaf1 inhib	Jurkat NFkB inh	Gli-Sufu antag	697 NFkB inh	CCR6 antagonist	UBC13 inh	SENP8 block	EBI2 block
Cc1noc(C)c1C(=O)NCCc1ccc(S(N)(=O)=O)cc1	6	-10	1	8	-1	1	-11	-2
Cc1cc(C)nc(NC(=O)c2cccc([N+](=O)[O-])c2C)n1	6	-15	1	-26	21	-15	-12	-4
O=c1[nH]c2ccc([N+](=O)[O-])cc2nc1/C=C(\O)c1ccccc1	2	-24	-14	-4	25	-25	-6	3
Cc1ccc(S(=O)(=O)NC(=NC2CCCCC2)c2ccc(F)cc2)cc1	9	-9	-3	14	8	4	-5	16
Cc1cc(C)nc(N2N=C(C(C)(C)C)CC2=O)n1	-11	4	0	-10	-1	7	0	-1
Cc1nn(S(=O)(=O)N2CCCCC2)c(C)c1Br	-10	13	-20	3	-10	9	-3	5
O=C(Cn1cnc2c(nnn2Cc2ccccc2)c1=O)Nc1ccc2c(c1)OCCO2	-1	-6	9	3	-5	4	8	-8
O=C(O)c1cccc(-n2cccc2/C=C2/NC(=O)N(Cc3ccccc3F)C2=O)c1	8	7	2	12	2	-13	-7	1
O=C(O)CNC(=S)N(Cc1ccccc1F)C1CCCCC1	4	12	-2	10	-4	4	-1	-7
O=C(NCCCn1ccnc1)c1ccc(C(F)(F)F)cc1	-2	-5	-2	-11	6	-2	-5	-3
CCOc1ccc(N(CC(=O)NC(C)(C)C)C(=O)CCC(=O)Nc2nccs2)cc1	4	6	14	8	14	1	4	-1
O=C(COc1ccc(S(=O)(=O)NC2CCCCC2)cc1Cl)NCc1cccnc1	5	-3	5	23	15	4	8	2
CSc1ncccc1C(=O)OCC(=O)c1cc(C)n(CC2CCCO2)c1C (centres undefined)	6	-110	-13	-87	18	1	83*	6
COc1ccc(C2N(c3ccc(F)cc3)C(=O)C3CCCN32)cc1 (centres undefined)	0	5	-6	1	10	4	5	-3
O=C(O)CSc1nnc(CNc2ccc(F)cc2)n1-c1ccccc1	-32	5	-10	5	6	-7	4	-2
CCOC(=O)CNC(=O)c1cc(-c2ccc3c(c2)OCCO3)oc1C	4	0	-5	4	-2	2	-3	0
O=C(O)/C(=C\c1ccc(Br)cc1)c1ccc(S(=O)(=O)N2CCCCC2)s1	8	-1	0	10	-7	-12	8	7
Cc1ccc(S(=O)(=O)CC(=O)c2ccccc2[N+](=O)[O-])cc1	-12	10	2	-11	-12	-5	-4	-1
O=c1[nH]c(CN2CCN(c3ccccn3)CC2)nc2c(Br)cc(Br)cc12	11	13	9	14	12	?	-11	-9
O=C(CCN1CCOCC1)c1ccc2c(c1)OCCO2	-1	-2	-6	11	3	6	4	-17
COC(=O)c1ccc(CSc2nc3ccccc3o2)cc1	3	-104	-38	-12	2	4	87*	-2
CS(=O)(=O)c1nc(-c2ccccc2)cc(C(F)(F)F)n1	11	31	23	-103	25	-3	0	33
Cc1[nH]c2ccccc2c1C(=O)COC(=O)C1CC(O)CN1S(=O)(=O)c1ccc(Cl)cc1 (centres undefined)	-2	0	-5	-1	-14	19	4	-16
Cc1ccc(OCC(=O)Nc2ccc(CN3CCCCC3)cc2)c(C)c1	8	-10	6	7	0	8	-14	5
Cc1ccc(SCCN2CCN(C)CCC2=O)cc1	2	-21	20	4	1	13	1	0
CC(C)(C)NC(=O)CSc1nc(O)cc(=O)[nH]1	2	2	8	20	-6	-9	0	-7
CCOC(=O)C(NCc1ccc2c(c1)OCO2)(NC(=O)CC)C(F)(F)F (centres undefined)	2	-1	-6	20	6	6	-1	-1
COc1ccccc1NC(=O)C1=C(C)Nc2ncnn2C1c1ccccc1C (centres undefined)	10	-10	-14	-24	9	-11	-9	-6
CN(Cc1cccnc1)C(=O)c1cc(COc2ccc3c(c2)CCCC3)on1	32	-70	-34	-119	18	-6	1	-4
COc1ccc(S(=O)(=O)N2CCOCC2)cc1NC(=O)C1COc2ccccc2O1 (centres undefined)	17	-11	-9	-8	9	-1	0	5
CC(NC(=O)Cn1cc([N+](=O)[O-])cn1)c1ccc(C(C)(C)C)cc1 (centres undefined)	-21	10	2	15	10	1	3	-2
CCC(=O)Nc1cc(-c2nn(C)c(=O)c3ccccc23)ccc1N1CCCCC1	21	18	16	31	8	10	-4	6
CN(CC(=O)Nc1cccc(F)c1)C(=O)c1cn(-c2ccccc2)nc1-c1ccccc1	6	-3	14	0	10	11	-1	6
O=C(O)c1cccc(S(=O)(=O)Nc2cccc3ccccc23)c1	4	-1	-21	1	11	1	-4	-6
COc1ccccc1OCCCCNC(C)(C)C	-3	-5	1	-9	9	-1	3	-11

Screening results as filed in PubChem BioAssay.
